# Screens: PubChem BioAssay, several laboratories
# SRC1 inh: inhibits human SRC1 coactivator; Q15788; HEK293 GAL4-SRC1 luciferase reporter, luminescence; inhibition, % at 3.6 µM; 0.12% of 360,000 active; AID 588354;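 active = inhibition above the campaign mean plus 3 SD, with each screening campaign given its own cutoff, cut at about 60% in these data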;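 note: 0% = DMSO treated cells and 100% = gossypol at 36 µM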
# EBV LMP1 NFkB: Epstein-Barr LMP1 NF-kappaB reporter inhibition. LMP1-induced NF-kappaB luciferase reporter cells, luminescence. AID 504558. 0.69% of 350,000 active. inhibition, % at 12.5 µM; in the data active = inhibition above about 41%;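 note: 0% = neutral control wells and 100% = reference inhibitor control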
# COUP-TFII inh: NR2F2 (human) inhibition, primary screen; HEK293T NGFI-A luciferase reporter, luminescence; P24468; 0.7% of 370,000 active; inhibition, % at 8.6 µM;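 active = inhibition above a per-plate cutoff, mean inhibition of test wells between control levels plus 3 SD, cut at about 38% in these data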;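 note: cells cotransfected with COUP-TFII expression vector driving the NGFI-A reporter; 0% = median of COUP-TF2 test wells and 100% = reporter-only cells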
# Target sequence (P24468 whole entry, looked up): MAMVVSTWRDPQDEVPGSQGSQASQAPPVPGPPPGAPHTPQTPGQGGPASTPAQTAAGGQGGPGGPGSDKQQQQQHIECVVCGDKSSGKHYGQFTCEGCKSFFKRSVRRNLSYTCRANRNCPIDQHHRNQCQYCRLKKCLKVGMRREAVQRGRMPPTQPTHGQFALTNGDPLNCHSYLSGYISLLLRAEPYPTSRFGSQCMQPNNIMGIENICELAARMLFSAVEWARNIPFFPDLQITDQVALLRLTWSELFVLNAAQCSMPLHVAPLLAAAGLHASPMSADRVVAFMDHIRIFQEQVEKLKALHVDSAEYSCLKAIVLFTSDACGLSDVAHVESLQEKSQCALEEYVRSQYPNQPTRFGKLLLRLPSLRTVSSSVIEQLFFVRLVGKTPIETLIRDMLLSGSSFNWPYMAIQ
# C8 TRAIL sens: caspase-8 TRAIL sensitization. NB7+C8 cells + TRAIL, ATPlite viability luminescence. inhibition (viability loss, TRAIL sensitization), % at 10 µM. 1% of 360,000 active;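 active = compounds causing at least 50% loss of cell viability in the single-dose screen, relative to plate controls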
# Shn3 3UTR inh: inhibitors of Schnurri-3 3'UTR reporter in osteoblasts | AID 588674 | inhibition, % at 12.5 µM | Clone20 osteoblast Shn3 3'UTR firefly luciferase, 24 h | 0.52% of 360,000 active;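 active = mean inhibition of at least 75% with every replicate also reaching 75%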;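 note: 0% = median of neutral control wells and 100% = pilot-screen positive control compound; some compounds past the cut are filed as inactive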
# CF NFkB block: blocks PAF-induced NF-kB reporter in cystic fibrosis cells; AID 588850; inhibition, % at 5 µM; KKLEB NF-kB-GFP reporter, GFP fluorescence overnight; 0.86% of 360,000 active;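 active = at least 50% inhibition at 5 µM, scaled per plate between neutral and stimulator controls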;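 note: PAF is a Pseudomonas aeruginosa culture filtrate used as stimulus; plate controls were PAF-stimulated DMSO wells for no effect and unstimulated DMSO wells for full effect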
# LRH-1 inv ag: suppresses constitutive activity of human LRH-1. O00482. HEK293T StAR-luciferase reporter, LRH-1 transfected, 24 h. inhibition, % at 3.6 µM. 0.13% of 360,000 active. AID 602396;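 active = inhibition above the mean inhibition of all tested compounds plus 3 SD, cut at about 73% in these data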;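 note: 0% = DMSO wells and 100% = reporter-only cells lacking LRH-1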
# Target sequence (O00482 whole entry, looked up): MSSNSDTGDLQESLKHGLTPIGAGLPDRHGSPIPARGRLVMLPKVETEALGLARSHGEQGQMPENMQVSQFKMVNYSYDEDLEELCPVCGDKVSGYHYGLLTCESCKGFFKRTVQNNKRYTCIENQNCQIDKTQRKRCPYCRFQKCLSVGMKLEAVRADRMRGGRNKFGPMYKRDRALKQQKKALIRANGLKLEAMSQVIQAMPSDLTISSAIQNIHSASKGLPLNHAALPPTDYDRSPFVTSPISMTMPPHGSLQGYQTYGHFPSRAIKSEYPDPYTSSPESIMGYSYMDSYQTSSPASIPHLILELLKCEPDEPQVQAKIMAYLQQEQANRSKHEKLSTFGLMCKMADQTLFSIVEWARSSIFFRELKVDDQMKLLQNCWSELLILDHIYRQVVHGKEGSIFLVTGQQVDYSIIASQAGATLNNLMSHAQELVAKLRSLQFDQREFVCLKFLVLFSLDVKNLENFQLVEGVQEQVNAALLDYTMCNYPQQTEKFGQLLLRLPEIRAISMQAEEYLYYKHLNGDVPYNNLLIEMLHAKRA
# TROY signal inh: blocks TROY-dependent signaling in reporter cells; Q293 LMP1-TROYcd NF-kB luciferase reporter, 4 h; inhibition, % at 10 µM; 0.98% of 360,000 active; AID 1347056;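 active = compounds whose plate-normalised and pattern-corrected inhibition of the luciferase reporter signal at the single screening dose is 50% or more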
# KKLEB cytotox: CF airway cell cytotoxicity counter-screen; 0.36% of 360,000 active; activity change (cytotoxicity), % at 5 µM; KKLEB CF airway cells viability, ATPlite luminescence, overnight; hits give low values; cells stimulated with P. aeruginosa culture filtrate; AID 602141;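 active = corrected activity change at or below -50% at 5 µM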
# TWEAK-Fn14 inh: blocks TWEAK-Fn14 interaction in a reporter cell assay. TWEAK-stimulated Fn14 reporter cells, luciferase luminescence, 8 h. inhibition, % at 10 µM. AID 1159606. 2% of 360,000 active; in the data active = inhibition above about 50%
# NCOA3 inh: inhibits human SRC3 coactivator. Q9Y6Q9. HEK293 GAL4-SRC3 luciferase reporter, luminescence. inhibition, % at 3.6 µM. 0.17% of 360,000 active;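 active = inhibition above a per-campaign cutoff, the mean of all compounds plus 3 SD, cut at about 60% in these data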;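 note: 0% = DMSO-treated cells and 100% = gossypol-treated cells at 36 µM; higher means less SRC3-driven luciferase light from the GAL4 reporter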
# Numbers without * were called inactive; . = no result given; & = joins results of further samples. Some of the compounds tested; the hit share may differ from the screen's.
structure	Shn3 3UTR inh	CF NFkB block	KKLEB cytotox	SRC1 inh	EBV LMP1 NFkB	LRH-1 inv ag	C8 TRAIL sens	TWEAK-Fn14 inh	NCOA3 inh	COUP-TFII inh	TROY signal inh
COc1ccc(Br)cc1CN1CCCC(C(=O)N2CCCCCC2)C1 (stereo unspecified)	28	11	-9	-4	6	1	6	-10	0	1	12
Cc1ccc(Cl)cc1N(Cc1ccc(C(=O)NCc2cccnc2)cc1)S(=O)(=O)c1ccccc1	4	-4	3	-4	-5	11	4	-8	36	9	11
CN(C)CCNc1ncnc2c1ncn2[C@H]1CN(C)C[C@@H](CO)O1	4	-24	0	1	.	-17	-3	-2	3	-2	-1
O=C1OC(N2C(=O)CC[C@H]2C(=O)NCC2CCCO2)c2ccccc21 (stereo partly specified)	-13	-4	15	-4	-16	-4	8	-12	8	-4	3
COc1ccc(C(=O)N2CCc3cc(OC)c(OC)cc3C2)cc1OC	12	8	-6	-18	10	1	5	-19	-18	2	13
CCc1ccc(C(=O)C(C)OC(=O)C2COc3ccccc3O2)cc1 (stereo unspecified)	-14	-6	4	-10	7	12	-12	7	15	5	-8
CN(C)CCn1c(=O)n(-c2cccc(Cl)c2)c(=O)c2c3c(sc21)CCCCC3	7	0	-12	4	10	16	7	6	-10	22	1
CCOC(=O)N1CCN(c2c(Nc3ccc4c(c3)OCCO4)c(=O)c2=O)CC1	-1	-10	-4	-16	0	-7	1	-25	-32	1	-1
COc1ccc(NC(=O)CCCc2ccccc2)c(OC)c1	1	0	4	-1	-11	-16	11	-10	-20	13	-42
O=C1C(C=NCCCN2CCOCC2)=C(O)c2ccccc21	-22	-5	5	-21	-3	-55	-12	21	-19	4	58*
OCC1(CCCc2ccccc2)CCN(Cc2cnc(N3CCOCC3)s2)CC1	7	-18	2	9	3	12	3	36	14	12	6
COc1cc(NC(=O)c2[nH]c(C)c(C(C)=O)c2C)cc(OC)c1OC	-12	-43	-1	19	5	26	-11	-8	-6	-34	-10
COC(=O)[C@H]1CCCN1C(=O)Nc1cccc(Oc2c(F)c(F)c(F)c(F)c2F)c1	17	13	-4	-31	-3	12	0	-2	13	6	-7
COc1ccc(NC(=O)CSc2nnnn2C2CCCCC2)cc1	-3	1	-4	6	-2	12	-2	-6	-6	3	3
O=C1C2CC=CCC2C(=O)N1c1ccc(NCCc2ccccc2)c([N+](=O)[O-])c1 (stereo unspecified)	-29	0	-2	-27	-7	-6	25	-17	8	-5	-49

# Next part.
structure	Shn3 3UTR inh	CF NFkB block	KKLEB cytotox	SRC1 inh	EBV LMP1 NFkB	LRH-1 inv ag	C8 TRAIL sens	TWEAK-Fn14 inh	NCOA3 inh	COUP-TFII inh	TROY signal inh
CCn1c2ccccc2c2cc(/C=N/n3c(-c4cc(C)[nH]n4)n[nH]c3=S)ccc21	5	-7	6	17	87*	57	10	-2	11	13	37
CCOc1ccc(-c2cccc(NC(=O)c3cccs3)c2)nn1	-11	-11	-5	-26	-2	-11	-10	13	-7	19	-21
CCOc1ccc(OCCC(=O)OCC(=O)N(CC)c2c(N)n(Cc3ccccc3)c(=O)[nH]c2=O)cc1	9	8	-8	-18	6	7	4	-9	-6	9	5
Cn1nnnc1SCCNCc1cccc2ccccc12	-16	-2	16	12	14	3	-6	-24	-5	4	7
C/C(=N\N1CCN(c2ccccc2)CC1)c1ccc(O)cc1	-16	-1	-7	-17	2	-16	-7	-5	-28	-6	-16
COc1ccc(C)cc1S(=O)(=O)N(C)CC(=O)NC1CCCC1	5	-1	-1	6	2	12	-6	11	6	-3	-14
NNC(=O)c1nn(-c2ccc(Cl)cc2)cc1O	-23	8	1	-1	8	1	8	-12	1	-19	-17
COc1ccc(-c2c(C)oc3cc(O)cc(O)c3c2=O)cc1OC	19	30	5	-5	-5	-43	6	-3	-5	3	-12
CC1CC1C(=O)OCC(=O)Nc1ncc(Cl)cc1Cl (stereo unspecified)	-4	11	-15	-13	-1	-22	-7	3	-22	-47	-26
COc1ccccc1NC(=O)C1CCN(S(=O)(=O)c2ccc3c(c2)NC(=O)C(C)S3)CC1 (stereo unspecified)	-13	-2	-8	11	8	3	7	-8	3	8	15
CCc1cccc(NC(=O)CN(c2ccc(OC)cc2)S(=O)(=O)c2c(C)n[nH]c2C)c1	9	4	5	-47	-9	8	9	-21	5	15	-25
O=C(Cn1nc(-c2cccc(Cl)c2)ccc1=O)Nc1ccccc1Br	-2	23	-10	-13	-9	11	-6	3	-2	0	6
O=C(/C=C/c1ccco1)Nc1cccc(S(=O)(=O)N2CCOCC2)c1	-8	-20	7	-4	-8	-28	-9	6	-9	1	-11
CCN(CC)C(=O)C1=C(C)NC(=O)NC1c1c(F)cccc1Cl (stereo unspecified)	-18	7	-13	5	-3	-5	13	-6	9	-14	-4
CCN(CC)c1ccc(NC(=O)CSc2nc(C)cc(=O)[nH]2)cc1	2	-3	-9	11	-10	4	-10	8	0	3	1

# Additional results follow:
structure	Shn3 3UTR inh	CF NFkB block	KKLEB cytotox	SRC1 inh	EBV LMP1 NFkB	LRH-1 inv ag	C8 TRAIL sens	TWEAK-Fn14 inh	NCOA3 inh	COUP-TFII inh	TROY signal inh
CCOc1ccc(N2CC(C(=O)NCCc3ccc(S(N)(=O)=O)cc3)CC2=O)cc1 (stereo unspecified)	1	8	10	-47	-8	12	-15	26	-6	2	2
COc1cccc(C=Nc2ccc3c(c2)OCCO3)c1O	54	15	0	37	-8	50	6	80*	39	.	68*
CC(=C/c1ccccc1)/C=N/NC(=O)c1cccs1	-97	-18	-21	-52	.	-142	58*	6	-94	-53	-35
COc1ccc(NC(=O)c2ccc3ncsc3c2)cc1	-53	6	11	-78	.	-120	13	-2	-111	-58	-37
Cc1nc2ncnn2c(C)c1CCC(=O)N1CCOCC1	-25	10	4	-1	-2	-18	-5	4	-1	-11	1
CCOc1cccc2sc(N(CCCN(C)C)C(=O)c3ccc(C(=O)c4ccccc4)cc3)nc12	6	28	-12	-11	-11	-7	21	92*	5	1	-22
CC(C)C(C(=O)Nc1ccccc1)N1C(=O)c2ccccc2C1=O (stereo unspecified)	-9	-4	7	-5	2	-6	5	-7	-3	-22	12
COc1ccc(C(=O)Cn2nnc(-c3cccs3)n2)cc1	-13	2	-4	-14	-8	-9	-22	-4	-24	-3	-62
C=C1C[C@@]23CCC4[C@@](C)(CCC[C@@]4(C)C(=O)O)C2CC[C@]1(O)C3 (stereo partly specified)	-12	-24	-8	-21	1	15	10	10	-5	-6	-2
COc1cccc(C(=O)N(CN2CCCC2=O)c2ccccc2OC)c1	75	-4	-1	5	-4	9	-8	-3	-1	4	-15
CCCCC(=O)Nc1nnc(CCOC)s1	7	-5	5	11	-15	20	4	12	15	3	-11
CCn1c(CNC(=O)Cc2ccc(OC)cc2)nnc1SCC(=O)Nc1nccs1	4	10	4	-4	0	8	-15	-25	16	-1	-4
COc1c2ccoc2nc2c(OC)cccc12	-20&-23	-24	6	-2	-15	-26	-5	-23	10	-26	-16
COC(=O)c1ccc(OCC(O)CNCC(c2ccc(OC)cc2)N(C)C)c(OC)c1 (stereo unspecified)	-25	1	-3	-10	-16	3	14	-17	-26	7	-21
Cc1onc(-c2ccccc2)c1C(=O)NCC1COc2ccccc2O1 (stereo unspecified)	.	3	1	-1	-6	9	-5	-2	-13	7	2

# (listing goes on)
structure	Shn3 3UTR inh	CF NFkB block	KKLEB cytotox	SRC1 inh	EBV LMP1 NFkB	LRH-1 inv ag	C8 TRAIL sens	TWEAK-Fn14 inh	NCOA3 inh	COUP-TFII inh	TROY signal inh
COC(=O)c1c(C)[nH]c(C)c1-c1ccc(C)cc1	-10	11	-10	10	-1	-11	-8	-3	15	-7	4
CCOc1ccc(N2CC(C(=O)NCc3ccc4c(c3)OCO4)CC2=O)cc1 (stereo unspecified)	9	-10	2	0	-5	20	8	13	6	5	9
COc1ccc(NC(=O)Nc2cccc3c2O[C@H](CN(C)C(=O)Nc2ccc4c(c2)OCO4)[C@@H](C)CN([C@H](C)CO)C3=O)cc1	7	-19	-2	0	3	-12	19	-1	17	-7	-20
Cc1cc(C(=O)N2CCCC(N3CCN(c4ccccc4C)CC3)C2)no1 (stereo unspecified)	7	-20	-5	-13	-4	-5	-4	-7	7	5	8
O=C(Nc1ccc(Oc2ccccc2)nc1)C1CCCCN1Cc1cccc(O)c1 (stereo unspecified)	10	2	-2	-14	5	7	22	8	7	-7	0
CCNC(=O)C1(C)CCN(C(=O)c2ccc3c(c2)OCO3)C1 (stereo unspecified)	-18	11	-5	-13	.	-7	-20	4	1	-22	11
CCN1C(=O)C(NC(C)=O)c2cc(Br)ccc21 (stereo unspecified)	-4	-6	4	13	8	12	-7	-7	17	-7	14
COc1cc(-c2cc(=O)c3ccc(O)cc3o2)cc(OC)c1OC	-20	23	-12	7	.	10	8	-15	10	-21	-6
COc1ccc(CNC(=O)Cn2ccc([N+](=O)[O-])n2)cc1OC	-4	1	-7	-12	5	5	-3	-15	6	-8	17
COc1ccc(N(C)S(=O)(=O)c2cccc(C(=O)NC3=NCCS3)c2)cc1	-4	-9	-11	16	-6	2	1	11	11	1	1
O=C(CN1CCN(C/C=C/c2ccccc2)CC1)NCc1ccccc1	7	8	-1	-1	4	-1	-2	4	19	16	-1
O=C(c1ccc([N+](=O)[O-])cc1)N1CCN(C2=NS(=O)(=O)c3ccccc32)CC1	-9	3	11	-6	5	-18	-10	17	6	8	12
O=[N+]([O-])c1ccccc1N/N=C\c1ccccc1Cl	-42	-4	4	-57	-42	-29	-4	-34	-61	-41	-77
CCOc1ccccc1CN1CCNC(=O)C1CC(=O)N(C)CCc1ccccn1 (stereo unspecified)	-13	2	1	5	-7	2	-9	-25	-19	12	4
COc1ccc(S(=O)(=O)N2CCOCC2)cc1NC(=O)COc1cccnc1[N+](=O)[O-]	-16	-8	-2	3	-5	18	-1	-12	9	-1	-13

# Next section
structure	Shn3 3UTR inh	CF NFkB block	KKLEB cytotox	SRC1 inh	EBV LMP1 NFkB	LRH-1 inv ag	C8 TRAIL sens	TWEAK-Fn14 inh	NCOA3 inh	COUP-TFII inh	TROY signal inh
Cc1ccc(NC(=O)CCN2CCN(C/C=C/c3ccccc3)CC2)cc1C	52	12	-10	-8	9	-11	-9	-2	1	16	11
COc1ccc(OC)c(S(=O)(=O)NC(=O)C2(C)CCN2C(=O)C2(c3ccc(Cl)cc3)CC2)c1 (stereo unspecified)	-29	-20	6	20	.	9	-12	4	-4	-15	5
O=C(N/N=C/c1ccc(OCC(=O)N2CCCCC2)cc1)c1ccccc1O	-18	12	-4	-23	-3	18	16	-5	-16	-17	-58
COc1ccc(C(=O)Nc2ccccc2N2CCN(C(=O)C(C)C)CC2)cc1Cl	4	3	-6	6	2	14	-15	-10	-9	8	-41
CC(C)=CC(=O)Nc1ccc(OCc2ccccc2)cc1	-22	-1	4	-32	-17	-64	1	-38	-37	-16	-43
COC(C(=O)Nc1ccc(S(=O)(=O)Nc2cccc3ccccc23)cc1)c1ccccc1 (stereo unspecified)	-4	-20	7	5	1	-1	-5	26	19	-14	32
CC(OC(=O)c1ccco1)C(=O)NC1CCCCC1 (stereo unspecified)	4	4	-3	-12	3	16	-14	7	-4	1	-8
COc1cccc(CC(=O)NC2CCSc3ccccc32)c1 (stereo unspecified)	0	-3	-3	2	8	3	-7	-3	6	-8	0
O=C(c1ccccc1Br)N1CCN(c2ncccn2)CC1	15	-15	9	-7	34	-10	19	4	-4	2	0
